Assay outcomes as filed in PubChem.
SSB-PriA inh = K. pneumoniae PriA-SSBct interaction inhibition; AlphaScreen SSBct-PriA binding, biotinylated peptide; inhibition, % at 33 µM; hit rate 0.6% among 430,000; in the data active = inhibition mostly above about 37%, no sharp cut-off; inactive = mostly below about 20%;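 also: plate controls were negative control peptide for no effect and reference peptide for full effect; strong numbers were not always called active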
* = called active by the depositor; & = joins results of further samples. This is a subset (hit frequency here may not be typical).

SMILES	SSB-PriA inh
CCOc1ccccc1N=Cc1c(C)c(C#N)c2[nH]c3ccccc3n2c1=O	-5
CSc1cccc(NC(=O)CN2C(=O)CC(c3ccccc3)=Nc3ccccc32)c1	5
CN1CC(NC(=O)CSC2CCCC2)CC1=O (stereo not drawn)	-12
O[C@H]1CCN(c2nccs2)C1	-4
COc1cc2ccccc2cc1C(=O)Nc1ccc(Br)cc1C(=O)c1ccccc1	2
CCN1C(=O)c2cccc3c(NC(=O)c4c(F)cccc4F)ccc1c23	-8
COC(=O)c1sccc1NC(=O)CN1CCCN(Cc2ccccc2F)S1(=O)=O	-2
COc1ccc2oc(-c3csc(NC(=O)Cc4ccccc4)n3)cc2c1	0
O=C(Nc1cccc(C(F)(F)F)c1)c1ccc(=O)[nH]n1	2
O=C(CSc1nc2c(-c3ccccc3)c[nH]c2c(=O)n1C1CC1)NCc1ccc(F)cc1	-10
CCc1ccc(S(=O)(=O)c2cnc3ccccc3c2N2CCOCC2)cc1	3
O=C(/C=C/c1ccc([N+](=O)[O-])cc1)Nc1cccc(NC(=O)/C=C/c2ccc([N+](=O)[O-])cc2)c1	9
CCc1ccc2nc(N(Cc3ccccc3)C(=O)c3ccno3)sc2c1	0
CN(C)S(=O)(=O)c1ccc(C(=O)Nn2cnc3c(cnn3-c3ccccc3)c2=O)cc1	5
O=S(=O)(/C=C/c1ccccc1)NCc1ccccc1-c1ccsc1	-14
COc1cccc(C=NNC(=O)c2ccc(OCc3cccc(Br)c3)cc2)c1	-1
CC(=O)Nc1ccc(C=NNC(=O)CNS(=O)(=O)c2ccccc2)cc1	-4
COc1ccc(CCC(=O)NC2CC3CCC(C2)N3S(C)(=O)=O)cc1Br (stereo not drawn)	-5
COC(=O)c1ccccc1NS(=O)(=O)c1cc(S(=O)(=O)Nc2ccccc2C(=O)OC)c2cccc3c2c1NC3=O	-4&7
COc1ccc(C)cc1S(=O)(=O)NCCNc1cc(-n2cccc2)ncn1	6
O=C(CSc1nnc(-c2ccccc2)o1)NCc1ccco1	-11&2
CN(C(=O)Cc1csc2nc(-c3ccccc3)cn12)C1CCCCC1	-1
O=C(COc1ccccc1F)NCCn1ccn2nccc12	-2
CC(=O)N1CCc2ccc(NC(=O)Cc3ccc(-c4ccccc4)cc3)cc2C1	-5
CC[C@H](C)c1ccc(Cn2c(CO)nc3ccccc32)cc1	-6
COc1ccc(Cl)cc1NC(=O)NCCn1nc(-c2cccs2)ccc1=O	-7
COc1ccc2c(c1)CCCC2(O)CNC(=O)N1CCN(S(C)(=O)=O)C1=O (stereo not drawn)	3
CON=CC(=NNc1ccc(OC)cc1)C(=O)c1ccc(F)cc1	-9
Cc1c(Cl)cccc1-n1ccn(CC(N)=O)c(=O)c1=O	-21
CC(C)(C)c1csc(NC(=O)c2cc([N+](=O)[O-])cc([N+](=O)[O-])c2)n1	9
O=C(NCc1ccccc1Cl)C(=O)Nc1cc2c3c(c1)CC(=O)N3CCC2	2
CCOC(=O)c1c(C)c(C(=O)NCCc2c[nH]c3ccccc23)c(C)n1C	6
CC(C)CCn1c(SCC(=O)Nc2ccc(Cl)cc2)nc2c(oc3ccccc32)c1=O	-7
CS(=O)(=O)c1ccc(CC(=O)Nc2nc3c(Cl)ccc(Cl)c3s2)cc1	6
CC1(C)COc2cc(NC(=O)COc3ccc(Cl)cc3)ccc2NC1=O	6
Cc1ccc(C(C)C)c(OCCn2c(=O)oc3ccc(C)cc32)c1	-10
C#CCn1c(=NC(=O)c2ccccc2[N+](=O)[O-])sc2cccc(Cl)c21	-1
COc1ccc(C(=O)C=CNc2cccc(C)n2)cc1OC	6
NC(=O)c1ccccc1OCC#CCNC(=O)c1ccsc1	-7
COc1ccccc1N1CCN(CCNC(=O)C2CC(=O)N(c3ccccc3)C2)CC1 (stereo not drawn)	-33

Another view of part of the listing above:
Cc1ccc(C(C)C)c(OCCn2c(=O)oc3ccc(C)cc32)c1
  SSB-PriA inh: -10

COc1ccccc1N1CCN(CCNC(=O)C2CC(=O)N(c3ccccc3)C2)CC1 (stereo not drawn)
  SSB-PriA inh: -33

CC1(C)COc2cc(NC(=O)COc3ccc(Cl)cc3)ccc2NC1=O
  SSB-PriA inh: 6

C#CCn1c(=NC(=O)c2ccccc2[N+](=O)[O-])sc2cccc(Cl)c21
  SSB-PriA inh: -1

The list continues.
SMILES	SSB-PriA inh
CC(=NNC(=O)c1ccc([N+](=O)[O-])cc1)c1c(O)cc(C)oc1=O	0
O=C(NN=Cc1cc(Br)ccc1O)Nc1ccccc1	-7
O=C(NCc1cccs1)N1CCCC(c2nnc(C(F)(F)F)o2)C1 (stereo not drawn)	-4
Cn1cccc(C(=O)NCc2ccc(C(O)c3cccs3)s2)c1=O (stereo not drawn)	-9
COc1ccc(C(=O)Nc2ccc3c(c2)N(C(=O)c2cccs2)CC3)cc1F	-7
CCCN1C(=O)C(O)(CC(C)=NO)c2ccccc21 (stereo not drawn)	-4
CCOc1ccc(-c2cc(=O)n(CC(=O)NCc3ccc4c(c3)OCO4)cn2)cc1	-17&-8
Cc1csc2nc(-c3cccc(NC(=O)c4ccc(Br)cc4)c3)cn12	-14
COc1ccc(Nc2nc(-c3cc(C)oc3C)cs2)cc1F	8
N#C/C(=C\C=C\c1ccc([N+](=O)[O-])cc1)c1nc(-c2ccc(Cl)cc2)cs1	-14
COc1ccc2ncc(C#N)c(Nc3cc(OC)c(OC)c(OC)c3)c2c1	-2
Cc1ccc(S(=O)(=O)NN=Cc2ccc(O)cc2O)cc1[N+](=O)[O-]	1
O=c1cccnn1CCCNS(=O)(=O)c1cccs1	-6
O=c1c2ccccc2c(CNS(=O)(=O)c2cccnc2)nn1C1CCCC1	-12
O=C(Nc1ccc(Cc2ccc(NC(=O)c3ccccc3Cl)cc2)cc1)c1ccccc1Cl	4&14
O=C(c1c(F)cccc1Cl)N1CC(c2nc(-c3ccco3)no2)C1	-10
O=C(COc1cccc2cccnc12)NN=C1SCC(=O)N1Cc1ccco1	-3
CCc1ccc(C(=O)c2cn(CC(=O)Nc3ccc(C(C)C)cc3)c3ccccc3c2=O)cc1	-3
O=C(NCCn1ncc2c(=O)n(Cc3cccc(Cl)c3)cnc21)C12CC3CC(CC(C3)C1)C2	-7
COc1ccc(C=Nn2nnc3ccccc32)cc1	-9
CCCCCC(=O)NN=Cc1cccs1	-5
COCCN(Cc1ccoc1)C(=O)Cc1ccsc1	-5
O=C(NCC1(O)CCCC1)c1cccc2ccccc12	-19
COc1cc(C(=O)NC(C)c2ccccc2)on1 (stereo not drawn)	-4
O=C(c1cc(-c2cccs2)[nH]n1)N1CCC(Oc2ncccn2)CC1	-17
O=C(O)c1cc2cc(F)ccc2s1	-1
O=C(Cc1ccccc1)NCC(=O)NN=Cc1ccc([N+](=O)[O-])s1	-10
COC(=O)c1sccc1S(=O)(=O)Nc1ccc2c(c1)OCC(C)(C)C(=O)N2CCC(C)C	15
O=C(NCc1cc(-c2ccc(F)cc2F)on1)c1c(F)cccc1F	-15
O=C(NCC(c1ccco1)N1CCN(c2ccc(F)cc2)CC1)c1cccc(Cl)c1 (stereo not drawn)	-1
S=C(c1cccc(Br)c1)N1CCN(C(=S)c2ccccn2)CC1	-9
CO[C@@H](CNC(=O)c1ccc(OC(F)(F)F)cc1)c1ccccc1C	-16
Cc1nnc(-c2ccc(NC(=O)COc3ccc(Cl)cc3Cl)cc2)o1	-6
CCCOc1ccc(N2CCN(C(=O)c3ccccc3SCC)CC2)nn1	-14&2
CNC(=O)c1c(NC(=O)c2ccc3c(c2)CCCC3)sc(C)c1C	-28
O=C(NCc1ccnc(N2CCCC2)n1)c1ccccc1C(F)(F)F	-14
Cc1ccc(N2CCN(S(=O)(=O)c3ccc(Cl)c(C)c3)CC2)c(C)c1	-17
Cc1cc2ncc3c(n2n1)CCN(C(=O)c1cccc(Oc2ccccn2)c1)C3	-8
O=C(Cc1cccc2ccccc12)N1CCN(c2ccc3nncn3n2)CC1	-4&5
COc1ccccc1NC(=O)N1CCCC(c2nnc(-c3ccc4c(c3)OCO4)o2)C1 (stereo not drawn)	6

Structures from the list above that contain a thiophene ring, fused or not (15):
SMILES	SSB-PriA inh
COC(=O)c1sccc1NC(=O)CN1CCCN(Cc2ccccc2F)S1(=O)=O	-2
O=S(=O)(/C=C/c1ccccc1)NCc1ccccc1-c1ccsc1	-14
COc1ccc(Cl)cc1NC(=O)NCCn1nc(-c2cccs2)ccc1=O	-7
NC(=O)c1ccccc1OCC#CCNC(=O)c1ccsc1	-7
O=C(NCc1cccs1)N1CCCC(c2nnc(C(F)(F)F)o2)C1 (stereo not drawn)	-4
Cn1cccc(C(=O)NCc2ccc(C(O)c3cccs3)s2)c1=O (stereo not drawn)	-9
COc1ccc(C(=O)Nc2ccc3c(c2)N(C(=O)c2cccs2)CC3)cc1F	-7
O=c1cccnn1CCCNS(=O)(=O)c1cccs1	-6
CCCCCC(=O)NN=Cc1cccs1	-5
COCCN(Cc1ccoc1)C(=O)Cc1ccsc1	-5
O=C(c1cc(-c2cccs2)[nH]n1)N1CCC(Oc2ncccn2)CC1	-17
O=C(O)c1cc2cc(F)ccc2s1	-1
O=C(Cc1ccccc1)NCC(=O)NN=Cc1ccc([N+](=O)[O-])s1	-10
COC(=O)c1sccc1S(=O)(=O)Nc1ccc2c(c1)OCC(C)(C)C(=O)N2CCC(C)C	15
CNC(=O)c1c(NC(=O)c2ccc3c(c2)CCCC3)sc(C)c1C	-28

Additional records:
SMILES	SSB-PriA inh
Cc1ccccc1NC(=O)C12CCC(C)(C(=O)C1Br)C2(C)C (stereo not drawn)	-14
O=C(O)CCSc1ncnc2scc(-c3ccc(Cl)cc3)c12	3
Cc1ccc2c(c1)N(Cc1nc(-c3ccc(OC(F)(F)F)cc3)no1)C(=O)CO2	1
CC=NNC(=O)COc1cc(C)ccc1C	-2
CCOc1ccc(NC(=O)c2ccc(S(=O)(=O)c3ccc(Br)cc3)nc2)cc1	-24
CC1=C(C(=O)Nc2ccccc2Cl)[C@H](c2ccccc2Br)NC(=O)N1	-17
COc1cn(CC(=O)NC2CCCCC2)c(CN2CCN(c3ccccc3)CC2)cc1=O	-10
COc1ccc(SCCC(=O)O)cc1	18
O=C(C1CC1)N1CCc2ccc(NC(=O)C34CC5CC(CC(C5)C3)C4)cc2C1	-6
Cc1ccc(C=NNC(=O)CNC(=O)COc2ccccc2)cc1	-7
CC(CC(=O)Nc1cccc(Cl)c1Cl)=NNC(=O)C(=O)N1CCCC1	-2
CSc1ccc(CC(=O)Nc2cccc(C)n2)cc1	1
Nc1nnnn1N=Cc1cccc(Oc2ccccc2)c1	-17
Cc1ccc(-c2ccc(N3CCN(C(=O)c4cccs4)CC3)nn2)c(C)c1	3
CCOc1cccc2cc(-c3nnc(N)o3)oc12	-7
O=C(CN1CCCCC1)NN=Cc1cc2ccccc2nc1Cl	-6
CCOC(=O)Cn1c(=NC(=O)c2ccc([N+](=O)[O-])s2)sc2cc(Br)ccc21	-7
S=c1[nH]nc(-c2ccccn2)n1N=Cc1ccco1	38
O=C(Nc1nc(CN2CCc3ccccc3C2)cs1)c1ccc(C(F)(F)F)cc1	-7
Cc1cc(Br)ccc1NC(=O)Cc1csc(NC(=O)c2ccco2)n1	-9
O=C(CCC(=O)Nc1ccc(Br)cc1)NN=Cc1ccccc1O	-4
CCCc1cc(=O)n(CC(=O)Nc2ccc(C)c(C)c2)cn1	-12
CCOc1ccccc1C=NNc1nc2ccccc2o1	-2
C=CCn1c(SCC(=O)c2cc(C)n(-c3ccc(F)cc3)c2C)nc2sc3c(c2c1=O)CCC(C)C3 (stereo not drawn)	-9
COc1cc(N2CCN(C(=O)Nc3ccc(F)c(Cl)c3)CC2)nc(C)n1	-8
O=C1C[C@H](c2noc(-c3cc(C4CC4)[nH]n3)n2)CN1c1ccccc1	-6
O=C(Nc1ccc(OC(F)(F)F)cc1)c1csc(NS(=O)(=O)c2cccs2)n1	-7
Cc1c(NC(=O)C2CCN(c3ccc(-n4cccn4)nn3)CC2)c(=O)n(-c2ccccc2)n1C	-7
CCC(C)C(C)=NNC(=O)CNS(=O)(=O)c1ccc([N+](=O)[O-])cc1 (stereo not drawn)	-7
CNC(=O)CS(=O)(=O)C1CCN(C(=O)C(C)(C)Oc2ccc(Cl)cc2)CC1	-16
Cc1c(NC(=O)C(=O)C=C(O)c2ccccc2)c(=O)n(-c2ccccc2)n1C	1
COC(=O)C(=O)NC1C=CS(=O)(=O)C1 (stereo not drawn)	1
Cc1nc(-n2cccc2)sc1C(=O)N1CC(S(=O)(=O)Cc2ccco2)C1	8
CC(C)C(=O)N1CCN(c2nc3ccc([N+](=O)[O-])cc3s2)CC1	3
Cc1nc(CC(=NNc2ccccc2)c2ccc(O)cc2O)cs1	12
CCS(=O)(=O)NCCOc1ccc(-c2ccccc2)nn1	-18
CC(=O)Nc1ccc(S(=O)(=O)Nc2ccc3c(c2)N(C(C)=O)CC3)c(C)c1	6
Cc1cc(=O)[nH]c(-n2nc(-c3cccs3)cc2NC(=O)C2CC2)n1	-4
Cc1csc(C(=O)N2CCOC(c3ccc(C(F)(F)F)cc3)C2)c1 (stereo not drawn)	-5
O=C(c1ccsc1)N1CCSC(c2ccco2)CC1 (stereo not drawn)	-5
O=C(CCn1ccc(=O)[nH]c1=O)N1CCN(C(=O)[C@H]2C[C@@H]2c2cccs2)CC1	-11
O=C(NN=Cc1ccoc1)c1ccc(Cl)cc1	-8
CCC(=O)Nc1ccc(CN2CCN(c3ccccn3)CC2)cc1	0
Cc1cc2nc(N(Cc3ccccn3)C(=O)c3ccc(S(=O)(=O)N4CCCCCC4)cc3)sc2cc1C	0
COc1ccc(-c2csc(/C(C#N)=N\Nc3ccc(Cl)cc3)n2)cc1OC	0
CC1=CC(C)(C)N(C(C)C)C(=O)N1c1ccc(C)cc1	-1
